Screening results deposited in PubChem by National Center for Advancing Translational Sciences (NCATS).
Giardia FBPA inh = blocks Giardia fructose-bisphosphate aldolase activity. A8B2U2. purified Giardia FBPA. Potency, µM (highest dose often 59.6 µM), for inactives: top-dose activity, negative = inhibition, most hits filed as inhibitors. 290,000 tested, 0.71% active. AID 2451; also: potency is read from the fitted curve at half-maximal effect; nearly all actives have a fitted effect of over 55% in size
Target sequence (A8B2U2 whole entry, looked up): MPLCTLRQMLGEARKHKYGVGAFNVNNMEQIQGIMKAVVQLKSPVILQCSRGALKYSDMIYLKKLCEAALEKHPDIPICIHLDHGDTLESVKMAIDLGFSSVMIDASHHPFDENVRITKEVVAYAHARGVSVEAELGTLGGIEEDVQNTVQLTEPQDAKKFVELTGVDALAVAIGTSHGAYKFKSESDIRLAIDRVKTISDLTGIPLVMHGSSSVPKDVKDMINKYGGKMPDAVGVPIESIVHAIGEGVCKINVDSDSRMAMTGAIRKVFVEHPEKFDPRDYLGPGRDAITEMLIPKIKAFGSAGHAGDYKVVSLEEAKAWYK
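40 nM FBPA preincubated 10 min at RT with compound (up to 57.5 uM final), then substrate plus GAPDH/TPI/NAD/arsenate coupling and diaphorase/resazurin added. Fluorescence read after 20 min at RT, 525/598 nm.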
HCMV inh = inhibitors of human cytomegalovirus; HFF cells, HCMV-luciferase reporter, 72 h; active compounds read low; activity change, negative = inhibition, % at 57.5 µM; 410,000 tested, 4.5% active; AID 1259415; in the data active = activity change below about -60%; inconclusive = no clear call, values can overlap the other calls; inactive = above about -39%
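Steps: HFFs plated, 16 h 37C; compounds added; HCMV-luciferase added to MOI 1 PFU/cell; 72 h 37C; OneGlo reagent, 5 min room temperature; luminescence read, normalized to controls.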
HCV inh = HCV inhibition | Huh7.5.1 HCVcc-Cre infection, luciferase reporter, 44 h | Potency, µM (doses to about 41.8 µM), without a hit: at the highest dose activity change, negative = inhibition, usual class: inhibitors | 340,000 tested, 3.4% active; also: potency is read from the fitted curve at half-maximal effect
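Infectious HCVcc-Cre (~0.5 moi) was added to cells just after compound, with cells seeded 4 h earlier at 1,000 per well. Luciferase activity after 44 h culture reported infection; substrate was incubated 15 min at room temperature before reading.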
Starred values were filed as active, the others as inactive; ? = inconclusive; . = no result given; & = joins results of further samples; [ ] = remark or other dose. Unless noted, calls follow the shape of the dose curve; as a rule, active = well fitted curve in the direction sought with a large enough effect; inconclusive = small, poorly fitted or top-dose-only effect, or another doubt; inactive = no such curve, though single readings can be large; an effect the other way counts as inactive or inconclusive. % is scaled to controls: 0 for no effect and ±100 for the full control effect. An excerpt; rates above refer to the full screens.

SMILES	Giardia FBPA inh	HCMV inh	HCV inh
CCCCC(CC)COC(=O)c1ccccc1O (stereo not given)	5%	.	.
CCn1cc(C(=O)O)c(=O)c2cc(F)c(N3CCNC(C)C3)c(F)c21 (stereo not given)	-7%&2%	.	.
CC1(C)[C@@H](O[C@H]2O[C@H](C(=O)O)[C@@H](O)[C@H](O)[C@H]2O[C@@H]2O[C@H](C(=O)O)[C@@H](O)[C@H](O)[C@H]2O)CC[C@]2(C)[C@H]3C(=O)C=C4[C@@H]5C[C@@](C)(C(=O)O)CC[C@]5(C)CC[C@@]4(C)[C@]3(C)CC[C@@H]12	19%	.	.
CC12CCC3C(=CCc4cc(O)ccc43)C1CCC2=O (stereo not given)	-12%	.	.
O=C(c1ccc(F)cc1)C1CCN(CCn2c(=O)[nH]c3ccccc3c2=O)CC1	-4%	.	.
CCN(CC)CCOc1ccc(Cc2ccccc2)cc1	3%	.	.
CN(C(=O)c1c(O)c2ccccc2n(C)c1=O)c1ccccc1	-3%	.	.
CC[C@@]12CCCN3CCc4c(n(c5ccccc45)[C@](O)(C(=O)OC)C1)[C@H]32	8%	.	.
C[C@@H]1c2cccc(O)c2C(O)=C2C(=O)[C@@]3(O)C(O)=C(C(N)=O)C(=O)[C@@H](N(C)C)[C@@H]3[C@@H](O)[C@@H]21	?	.	.
Cc1onc(-c2ccccc2Cl)c1C(=O)N[C@H]1C(=O)N2[C@H]1SC(C)(C)[C@H]2C(=O)O	0%[21.7 µM]	.	.

The final 2 records of the section before come first, to join the parts.
SMILES	Giardia FBPA inh	HCMV inh	HCV inh
C[C@@H]1c2cccc(O)c2C(O)=C2C(=O)[C@@]3(O)C(O)=C(C(N)=O)C(=O)[C@@H](N(C)C)[C@@H]3[C@@H](O)[C@@H]21	?	.	.
Cc1onc(-c2ccccc2Cl)c1C(=O)N[C@H]1C(=O)N2[C@H]1SC(C)(C)[C@H]2C(=O)O	0%[21.7 µM]	.	.
Cc1cc(Cn2cnc3c2C[C@@H](C(=O)O)N(C(=O)C(c2ccccc2)c2ccccc2)C3)ccc1N(C)C	0%	.	.
CC(=O)C1=C(O)C2C3c4c[nH]c5cccc(c45)CC3C(C)(C)N2C1=O (stereo not given)	-19%	.	.
COc1cc2c(c(OC)c1OC)-c1c(cc(OC)c(OC)c1OC)CC(C)C(C)C2 (stereo not given)	-2%	.	.
CCCCCCCCCCCCOCCOCCOCCOCCOCCOCCOCCOCCOCCO	8%	.	.
C[C@@]12CC[C@H]3[C@@H](CCC4=CC(=O)CC[C@]43C)[C@H]1CC[C@H]2C(=O)CO	1%[21.7 µM]	.	.
CC1CCC2(C(=O)O)CCC3(C)C(=CCC4C3(C)CCC3[C@@]4(C)CC(O)C(O)[C@@]3(C)CO)C2C1C (stereo not given in full)	-2%	.	.
Cc1ccsc1/C=C\C1=NCCCN1C	-2%[21.7 µM]	.	.
CC1=C(C(=O)O)N2C(=O)[C@@H](NC(=O)[C@@H](N)c3ccc(O)cc3)[C@@H]2SC1	-30%[21.7 µM]	.	.
CC(C)(CO)[C@H](O)C(=O)NCCCO	-3%[21.7 µM]	.	.
C=C1c2cccc(O)c2C(O)=C2C(=O)[C@@]3(O)C(O)=C(C(N)=O)C(=O)[C@@H](N(C)C)[C@@H]3[C@@H](O)[C@H]12	?	.	.

17 entries from above, arranged by SMILES length, high to low.
SMILES	Giardia FBPA inh	HCMV inh	HCV inh
CC1(C)[C@@H](O[C@H]2O[C@H](C(=O)O)[C@@H](O)[C@H](O)[C@H]2O[C@@H]2O[C@H](C(=O)O)[C@@H](O)[C@H](O)[C@H]2O)CC[C@]2(C)[C@H]3C(=O)C=C4[C@@H]5C[C@@](C)(C(=O)O)CC[C@]5(C)CC[C@@]4(C)[C@]3(C)CC[C@@H]12	19%	.	.
C[C@@H]1c2cccc(O)c2C(O)=C2C(=O)[C@@]3(O)C(O)=C(C(N)=O)C(=O)[C@@H](N(C)C)[C@@H]3[C@@H](O)[C@@H]21	?	.	.
C=C1c2cccc(O)c2C(O)=C2C(=O)[C@@]3(O)C(O)=C(C(N)=O)C(=O)[C@@H](N(C)C)[C@@H]3[C@@H](O)[C@H]12	?	.	.
CC1CCC2(C(=O)O)CCC3(C)C(=CCC4C3(C)CCC3[C@@]4(C)CC(O)C(O)[C@@]3(C)CO)C2C1C (stereo not given in full)	-2%	.	.
Cc1cc(Cn2cnc3c2C[C@@H](C(=O)O)N(C(=O)C(c2ccccc2)c2ccccc2)C3)ccc1N(C)C	0%	.	.
Cc1onc(-c2ccccc2Cl)c1C(=O)N[C@H]1C(=O)N2[C@H]1SC(C)(C)[C@H]2C(=O)O	0%[21.7 µM]	.	.
C[C@@]12CC[C@H]3[C@@H](CCC4=CC(=O)CC[C@]43C)[C@H]1CC[C@H]2C(=O)CO	1%[21.7 µM]	.	.
CC1=C(C(=O)O)N2C(=O)[C@@H](NC(=O)[C@@H](N)c3ccc(O)cc3)[C@@H]2SC1	-30%[21.7 µM]	.	.
CC[C@@]12CCCN3CCc4c(n(c5ccccc45)[C@](O)(C(=O)OC)C1)[C@H]32	8%	.	.
O=C(c1ccc(F)cc1)C1CCN(CCn2c(=O)[nH]c3ccccc3c2=O)CC1	-4%	.	.
CCn1cc(C(=O)O)c(=O)c2cc(F)c(N3CCNC(C)C3)c(F)c21 (stereo not given)	-7%&2%	.	.
CCCCCCCCCCCCOCCOCCOCCOCCOCCOCCOCCOCCOCCO	8%	.	.
CN(C(=O)c1c(O)c2ccccc2n(C)c1=O)c1ccccc1	-3%	.	.
CC12CCC3C(=CCc4cc(O)ccc43)C1CCC2=O (stereo not given)	-12%	.	.
CC(C)(CO)[C@H](O)C(=O)NCCCO	-3%[21.7 µM]	.	.
CCCCC(CC)COC(=O)c1ccccc1O (stereo not given)	5%	.	.
Cc1ccsc1/C=C\C1=NCCCN1C	-2%[21.7 µM]	.	.

The list goes on.
SMILES	Giardia FBPA inh	HCMV inh	HCV inh
Cc1ccccc1OCC(O)CO (stereo not given)	-5%	.	.
COc1cc2nc(N3CCN(C(=O)[C@@H]4COc5ccccc5O4)CC3)nc(N)c2cc1OC	-1%[21.7 µM]	.	.
COc1ccc(-c2cc(C(F)F)nn2-c2ccc(S(N)(=O)=O)cc2)cc1F	0%	.	.
CCC1OC(=O)C[C@H](O)C(C)[C@@H](O[C@@H]2OC(C)C(O)C(N(C)C)C2O)C(CCN2CC(C)CC(C)C2)CC(C)C(=O)/C=C/C(C)=C\[C@@H]1COC1OC(C)C(O)C(OC)C1OC (stereo not given in full)	-1%	.	.
C[C@@H]1CC[C@]2(C(=O)O)CC[C@]3(C)C(=CCC4[C@@]5(C)C[C@@H](O)[C@H](O)[C@@](C)(CO)C5CC[C@]43C)C2[C@H]1C (stereo not given in full)	16%	.	.
COC(=O)C1=C(C)NC(C)=C(C(=O)OCCN2CCN(C(c3ccccc3)c3ccccc3)CC2)C1c1cccc([N+](=O)[O-])c1 (stereo not given)	.	-64*	.
O=C(O)Cc1sc(-c2ccccc2)nc1-c1ccc(Cl)cc1	.	-14	.
O=C1NC(=O)C2(CCOc3ccc(F)cc32)N1 (stereo not given)	.	-4	.
CCOC(=O)[C@H](CCc1ccccc1)N[C@@H](C)C(=O)N1C(=O)N(C)C[C@H]1C(=O)O	.	-17	.
NCc1ccccc1Sc1ccccc1CO	.	-18	.
COc1cc(C=O)ccc1O	3%	-1	.
CN(C)CC/C=C1/c2ccccc2COc2ccc(CC(=O)O)cc21	.	66	-16%
O=[N+]([O-])c1cncn1CCN1CCOCC1	.	-31	23%
